Screening data deposited in PubChem by Sanford-Burnham Center for Chemical Genomics.
FLuc inh counter – Photinus pyralis luciferase inhibition counter-screen. ATPLite firefly luciferase biochemical luminescence, 10 min. inhibition, % at 10 µM. 200,000 tested, 1.5% active. AID 1006;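 active = inhibition above about 50% when tested at 10 µM, limit read from the data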
Target sequence (P08659 whole entry, looked up): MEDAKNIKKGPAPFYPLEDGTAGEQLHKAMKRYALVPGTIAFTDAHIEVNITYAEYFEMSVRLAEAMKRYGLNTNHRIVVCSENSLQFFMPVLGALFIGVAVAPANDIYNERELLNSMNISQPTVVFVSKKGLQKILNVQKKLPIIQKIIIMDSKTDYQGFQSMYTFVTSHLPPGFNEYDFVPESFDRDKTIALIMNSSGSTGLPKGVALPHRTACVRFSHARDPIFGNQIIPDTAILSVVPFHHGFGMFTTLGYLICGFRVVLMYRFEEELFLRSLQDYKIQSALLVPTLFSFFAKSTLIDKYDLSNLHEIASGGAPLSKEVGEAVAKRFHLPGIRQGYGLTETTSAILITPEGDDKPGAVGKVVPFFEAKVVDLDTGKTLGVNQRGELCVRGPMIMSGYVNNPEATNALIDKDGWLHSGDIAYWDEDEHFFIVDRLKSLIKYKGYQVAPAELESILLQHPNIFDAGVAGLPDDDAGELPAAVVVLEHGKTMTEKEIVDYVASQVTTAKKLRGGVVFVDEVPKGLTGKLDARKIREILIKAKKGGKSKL
FLuc act counter – affects firefly luciferase, flagging false hits in luciferase stimulation screens. P08659. ATPlite luciferase biochemical, luminescence, 10 min; 0 = ATP-free wells, 1 = DMSO control. activation factor at 10 µM. 200,000 tested, under 10 active;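 active = luciferase activation factor, scaled between plate controls, of at least 2 with compound at 10 µM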
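Material: Luciferase/luciferin reagent mix; Doses: test compounds dosed from 2 mM stocks in 100% DMSO; Schedule: 10 min incubation after luciferase reagent addition, room temperature; Measured by: luminescence from luciferase reaction; Read-out: luminescence gain marking luciferase activators.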
G6PDH counter – counter-screen for G6PDH assay hits: L. mesenteroides G6PDH inhibition; Purified L. mesenteroides G6PDH, diaphorase/resazurin coupled fluorescence, 45 min; 200,000 tested, 0.12% active; inhibition, % at 5 µM; in the data active = inhibition above about 50%
An asterisk follows results filed as active. The list is partial, so the mix of outcomes need not match the whole.

SMILES	FLuc inh counter	FLuc act counter	G6PDH counter
COc1ccc(Cl)cc1NC(=O)c1cnc2n(c1=O)CCS2	-7.5	1.1	-41.4
COc1ccc(CNC(=O)c2cc3c(=O)n4ccccc4nc3n(CC3CCCO3)c2=N)cc1 (stereo unspecified)	-3.5	1	-0.3
CC(C)Cc1nc(N2CCN(C(=O)Cc3ccccc3)CC2)c(C#N)c2c1COC(C)(C)C2	-4.5	1	-0.6
CC1(C)CC(=O)C2=C(C1)NCN(CCCN1CCOCC1)C2	-7.5	1.1	7.7
CCC(C)Sc1nc2c(c(=O)[nH]c(=O)n2C)n1Cc1ccccc1Cl (stereo unspecified)	-0.9	1	2.9
Cn1c(=O)c2c(nc(SCCOc3ccc4ccc(=O)oc4c3)n2C)n(C)c1=O	-3.9	1	-37.2
O=C(Nc1cccnc1N1CCOCC1)c1cc2ccccc2oc1=O	0.0	1	0.9
CC1(C)Cc2c(sc3c2c(=O)n(Cc2ccccc2)c2nncn32)CO1	-5.6	1.1	2.9
COC(=O)c1[nH]c(C)c(/C(O)=C2\C(=O)C(=O)N(CCN(C)C)C2c2ccc(OC)cc2)c1C (stereo unspecified)	-1.1	1	6.2
CCN1CCN(Cc2nc3c(c(=O)n(C)c(=O)n3C)n2CCCc2ccccc2)CC1	-1.8	1	5.6
COc1ccc2[nH]c(=O)c(CN(C(=O)C3CCCO3)c3cccc(C)c3)cc2c1 (stereo unspecified)	-8.8	1.1	0.2
Cc1cc(Cl)ccc1N=Cc1c(O)n(C)c(=O)n(C)c1=O	-0.4	1	8.2
CCC1CCCCN1Cc1nc2c(c(=O)n(C)c(=O)n2C)n1CC(C)C (stereo unspecified)	-6.3	1.1	-27.7
O=C(Nc1ccc(N2C(=O)C3C4C=CC(C4)C3C2=O)cc1)Nc1nncs1 (stereo unspecified)	-5.8	1.1	-17.2
Cc1ccc(N2CCN(c3cc(C)nc4c5c(C)cc(C)nc5nn34)CC2)cc1	-6.1	1.1	2.8
CCN1CCCC1CN(Cc1cc2cc(C)cc(C)c2[nH]c1=O)C(=O)Nc1ccccc1OC (stereo unspecified)	-5.7	1.1	10.1
Cc1cccc2cc(CN(CC3CCCO3)S(=O)(=O)c3ccccc3)c3nnnn3c12 (stereo unspecified)	-1.0	1	6.3
CCOc1cc(NC(=O)c2ccco2)c(OCC)cc1NC(=O)CCc1ccc(OC)cc1	-6.2	1.1	4.7
CCC(O)CNc1nc(-n2nc(C)cc2C)nc2sc3c(c12)CCCC3 (stereo unspecified)	-5.5	1.1	5.5
Cc1nc(N2CCN(C(=O)c3ccco3)CC2)c2oc3ccccc3c2n1	-2.3	1	4.0
N=c1c(C(=O)NCc2ccccc2)cc2c(=O)n3ccccc3nc2n1CCCN1CCOCC1	-6.3	1.1	1.9
Cn1c(SCCSc2nnc(-c3ccccc3)n2C)nnc1-c1ccccc1	1.9	1	0.5
CCOc1ccc2[nH]c(=O)c(CN(C(=O)N3CCOCC3)C3CC3)cc2c1	-10.1	1.1	0.6
CCOC(=O)c1ccc(NC(=O)c2c(O)c3ccccc3n(C)c2=O)cc1	-3.8	1	-2.0
Cn1c(=O)c2c(nc(SCc3cc4c(cc3Cl)OCO4)n2C)n(C)c1=O	-4.0	1	0.5
O=C(NC1=NCCS1)c1cc(-c2ccccc2)nn1-c1ccccc1	-4.2	1	1.5
CCn1c(SCC(=O)Nc2ccc(OCc3ccccc3)cc2)nnc1-c1ccco1	2.1	1	8.8
COc1ccc(CCNC(=O)c2cc3c(=O)n4cccc(C)c4nc3n(Cc3ccncc3)c2=N)cc1	-6.9	1.1	4.0
CCc1nnc(NC(=O)c2c(O)c3cccc4c3n(c2=O)CC4)s1	2.8	1	2.4
COC(=O)c1cccc(NC(=O)Cn2cnc3c2c(=O)n(C)c(=O)n3C)c1	-5.0	1.1	0.4
Cc1ccc(CNC(=O)c2cc3c(=O)n4cccc(C)c4nc3n(CC3CCCO3)c2=N)cc1 (stereo unspecified)	-7.4	1.1	2.2
CC1(C)CC(=O)C2=C(C1)Oc1ncn3nc(-c4cccnc4)nc3c1C2c1ccccc1 (stereo unspecified)	-9.2	1.1	11.8
Cc1ccnc(NC(=O)CCC(=O)N(CC(=O)NC2CCCCC2)Cc2ccc3c(c2)OCO3)c1	-6.5	1.1	6.3
C=CCn1c(NC(=O)c2ccco2)c(S(=O)(=O)c2ccccc2)c2nc3ccccc3nc21	-2.9	1	12.8
Cc1[nH]nc(N=Cc2c(O)n(C)c(=O)n(C)c2=O)c1-c1ccccc1	-6.4	1.1	8.7
Cc1noc(C)c1COC(=O)c1cc2c(C)nn(-c3ccc(F)cc3)c2s1	1.5	1	-0.2

Some of these compounds in order of length of the SMILES, high to low.
SMILES	FLuc inh counter	FLuc act counter	G6PDH counter
COc1ccc(CCNC(=O)c2cc3c(=O)n4cccc(C)c4nc3n(Cc3ccncc3)c2=N)cc1	-6.9	1.1	4.0
Cc1ccnc(NC(=O)CCC(=O)N(CC(=O)NC2CCCCC2)Cc2ccc3c(c2)OCO3)c1	-6.5	1.1	6.3
C=CCn1c(NC(=O)c2ccco2)c(S(=O)(=O)c2ccccc2)c2nc3ccccc3nc21	-2.9	1	12.8
CC1(C)CC(=O)C2=C(C1)Oc1ncn3nc(-c4cccnc4)nc3c1C2c1ccccc1 (stereo unspecified)	-9.2	1.1	11.8
N=c1c(C(=O)NCc2ccccc2)cc2c(=O)n3ccccc3nc2n1CCCN1CCOCC1	-6.3	1.1	1.9
Cc1cccc2cc(CN(CC3CCCO3)S(=O)(=O)c3ccccc3)c3nnnn3c12 (stereo unspecified)	-1.0	1	6.3
COC(=O)c1cccc(NC(=O)Cn2cnc3c2c(=O)n(C)c(=O)n3C)c1	-5.0	1.1	0.4
CCOc1ccc2[nH]c(=O)c(CN(C(=O)N3CCOCC3)C3CC3)cc2c1	-10.1	1.1	0.6
Cc1noc(C)c1COC(=O)c1cc2c(C)nn(-c3ccc(F)cc3)c2s1	1.5	1	-0.2
CCOC(=O)c1ccc(NC(=O)c2c(O)c3ccccc3n(C)c2=O)cc1	-3.8	1	-2.0
Cc1nc(N2CCN(C(=O)c3ccco3)CC2)c2oc3ccccc3c2n1	-2.3	1	4.0
CCC(O)CNc1nc(-n2nc(C)cc2C)nc2sc3c(c12)CCCC3 (stereo unspecified)	-5.5	1.1	5.5
CCc1nnc(NC(=O)c2c(O)c3cccc4c3n(c2=O)CC4)s1	2.8	1	2.4
O=C(NC1=NCCS1)c1cc(-c2ccccc2)nn1-c1ccccc1	-4.2	1	1.5

The results go on.
SMILES	FLuc inh counter	FLuc act counter	G6PDH counter
CCOc1ccc(N2CCn3c2nc2c3c(=O)n(CCc3ccccc3)c(=O)n2C)cc1	-6.6	1.1	-3.0
COc1cccc(C2C(C(=O)c3sc(C)nc3C)=C(O)C(=O)N2CCN(C)C)c1OC (stereo unspecified)	-5.2	1.1	0.8
c1ccc(-c2cc(-c3nc(-c4cccnc4)no3)c3ccccc3n2)cc1	0.9	1	4.1
O=c1c2cccc3c(N4CCOCC4)ccc(c32)c2nc3ccccc3n12	20.1	0.8	10.7
CCOC(=O)c1c(-c2ccc(C)s2)csc1NC(=O)c1ccco1	-5.3	1.1	7.7
Cc1ccc(-n2c3c(cc(C(=O)NCCCN4CCOCC4)c2=O)C(=O)CC(C)(C)C3)cc1	5.6	0.9	28.4
CCCn1c(=O)c(C(=O)Nc2nnc(CC)s2)c(O)c2ccccc21	-6.2	1.1	7.0
Cc1ccc(-c2nn3c(-c4cccc(Cl)c4)nnc3s2)cc1	-9.4	1.1	-3.4
NC(=O)COC(=O)C(Cc1ccccc1)NS(=O)(=O)c1ccccc1F (stereo unspecified)	-4.1	1	20.3
CCOc1ccc(-c2nn3c(-c4ccc(OC)cc4)nnc3s2)cc1	-2.7	1	3.4
CC(=O)c1ccc(Nc2nc(C)nc3c2oc2ccccc23)cc1	-6.8	1.1	1.5
CCOc1cccc(-c2nnc3sc(-c4cc(OC)c(OC)cc4OC)nn23)c1	-6.4	1.1	5.6
CCOC(=O)N1CCN(c2ncnc3c2oc2nc(C)c4c(c23)CC(C)(C)OC4)CC1	-4.6	1	1.3
COc1nnnc2c1sc1nc(N3CCOCC3)c3c(c12)CC(C)(C)OC3	-3.2	1	0.4
Cc1ccc(N2CCCn3c2nc2c3c(=O)n(CC(=O)OCc3ccccc3)c(=O)n2C)cc1C	-3.2	1	7.9
CCOc1nc(-c2ccc(OC)cc2)ccc1-c1noc(-c2ccncc2)n1	-2.0	1	4.5
C=CCn1c(=O)c(C(=O)Nc2ccccc2OC)c(O)c2ccccc21	-4.5	1	7.5
Cc1csc(NC(=O)c2c(O)c3cccc4c3n(c2=O)CCC4)n1	-1.8	1	7.7
CC(=O)c1cnc(Nc2nc(C)c3cccc(C)c3n2)nc1C	-3.8	1	15.5
CCCCn1c(=O)c2c(c3ccccc31)OCC(=O)N2	-2.6	1	4.7
CCOC(=O)c1c(C)oc2c1c(C(c1cccnc1)N1CCN(C)CC1)c(O)c1ccccc12 (stereo unspecified)	-2.4	1	30.7
COc1ccc(Cn2c3nc4ccccc4nc3c3c(=O)n(Cc4ccco4)c(C)nc32)cc1	-6.6	1.1	-0.1
CN1C(=O)c2oc3ccccc3c(=O)c2C1c1ccncc1 (stereo unspecified)	0.3	1	2.7
CCCn1c(=O)c2ccccc2n2c(SCN3C(=O)c4ccccc4C3=O)nnc12	-4.4	1	2.0
COc1ccc(NC(=O)Cn2c(C)cc(=O)c3cccc(OC)c32)cc1	-4.3	1	1.5
CCc1nc2c(sc3nc(N4CCOCC4)c4c(c32)CC(C)(C)OC4)c(=O)o1	-6.9	1.1	2.8
COC(=O)c1[nH]c2cc(OC)c(OC)cc2c1NC(=O)CN1CCN(Cc2ccccc2)CC1	-2.3	1	-1.9
CCCc1nnc(NC(=O)c2c(O)c3c([nH]c2=O)CCCC3)s1	-7.1	1.1	7.7
CCCc1nc2oc3c(N4CCNCC4)ncnc3c2c2c1CCCC2	2.9	1	17.4
CCN1C(=S)SC(=O)C1=C1C=C(C)N(CCOC)C(C)=C1	5.3	0.9	2.2
Cc1cc(C)n2nc(CCc3nc4nc(C)cc(C)n4n3)nc2n1	-6.4	1.1	-1.5
COc1ccc(OC)c(N=c2oc3c(OC)cccc3cc2C(=O)NCc2ccco2)c1	-4.8	1	4.9
CCOC(=O)N1CCN(C(=O)COc2ccc(S(=O)(=O)NC(C)C)cc2)CC1	-2.0	1	-21.5
O=C(OCc1cc(=O)n2c(n1)sc1ccccc12)c1ccc2c(=O)n3c(nc2c1)CCC3	-4.4	1	-0.1
Cc1ccccc1NC(=O)c1c(O)c2cccc3c2n(c1=O)CC3	0.2	1	1.5
CCn1cc(C(=O)Nc2cccc(C(=O)OC)c2)c(=O)c2ccc(C)nc21	8.6	0.9	-3.1

Compound profiles, from the list above. Order of values: FLuc inh counter, FLuc act counter, G6PDH counter
COc1ccc(Cn2c3nc4ccccc4nc3c3c(=O)n(Cc4ccco4)c(C)nc32)cc1 is listed as -6.6, 1.1, -0.1
Cc1csc(NC(=O)c2c(O)c3cccc4c3n(c2=O)CCC4)n1 is listed as -1.8, 1, 7.7
O=c1c2cccc3c(N4CCOCC4)ccc(c32)c2nc3ccccc3n12 is listed as 20.1, 0.8, 10.7

(cont.)
SMILES	FLuc inh counter	FLuc act counter	G6PDH counter
Cc1ccc(-n2nc(C)c(C3C(C#N)=C(N)OC4=C3C(=O)CCC4)c2Cl)cc1 (stereo unspecified)	-3.4	1	0.3
CCN(C(=O)CN1CCCc2ccccc21)c1c(N)n(Cc2ccccc2)c(=O)[nH]c1=O	-8.4	1.1	4.2
CCn1c2ccccc2c2nnc(SCc3cc(=O)n4ccsc4n3)nc21	-4.3	1	2.3
Fc1ccc(Nc2nc(N3CCOCC3)c3ccccc3n2)cc1	-3.5	1	13.7
Cc1cc(C)nc(-n2nc(C)cc2NC(=O)c2cccc(S(=O)(=O)N(C)C)c2)n1	-4.6	1	0.7
COc1ccc(CCn2c(-c3ccco3)nc3nc4ccccc4nc32)cc1OC	-0.1	1	4.0
